# H1N1 NS1A inhibition – H1N1 influenza NS1A inhibitors, functional cell based assay (AID 504329) | one-dose inhibition, % at 12.5 µM; IC50 in µM for titrated hits | 340,000 tested, 0.3% active | NS1A functional cell-based assay, percent inhibition; higher % means a stronger effect; in the data active means a potency from the dose series; inconclusive means inhibition above about 27% without an active follow-up result; further: strong numbers were not always called active
# inhibitors of VEEV – inhibitors of VEEV TC-83 cytopathic effect, confirmation, Vero cells (AID 588727); Vero cells, VEEV TC-83 cytopathic effect inhibition; higher % means a stronger effect; one-dose inhibition, % at 20 µM; IC50 in µM for titrated hits; 350,000 tested, 0.13% active; in the data active means a potency from the dose series; inconclusive means inhibition mostly from about 14% at the one dose, without a potency; inactive means the rest, 99 in 100 with inhibition below about 12%; further: strong numbers were not always called active
# tuberculosis growth – growth inhibition of non-replicating M. tuberculosis (AID 488890). inhibition, % at 25 µM, or IC50 in µM where a hit was titrated. 320,000 tested, 0.39% active. Mycobacterium tuberculosis non-replicating, growth inhibition; higher % means a stronger effect; in the data active means a potency from the dose series; inconclusive means inhibition mostly from about 82% at the one dose, without a potency; inactive means the rest, 99 in 100 with inhibition below about 76%;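 further: plate controls were DMSO cells for no effect and high antibiotic wells for full effect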
# M. tuberculosis HTS – M. tuberculosis growth inhibition, HTS (AID 449762); M. tuberculosis H37Rv growth inhibition, 7H9 media; higher % means a stronger effect; inhibition, % at 25 µM; hits with a dose series show IC50 in µM; 330,000 tested, 0.59% active; in the data active means a potency from the dose series; inconclusive means inhibition above about 70% without an active follow-up result;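 further: bacterial growth assessed after seven days of incubation; strong numbers were not always called active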
# PhoP GFP inhibition – PhoP regulon inhibitors, Salmonella typhi PhoP promoter GFP reporter, confirmatory (AID 1850); one-dose inhibition, % at 50 µM; IC50 in µM for titrated hits; Salmonella Typhi PhoP-promoter GFP reporter, fluorescence, 4 h; higher % means a stronger effect; 310,000 tested, 0.33% active; in the data active means a potency from the dose series; inconclusive means inhibition mostly from about 25% at the one dose, without a potency; inactive means the rest, 99 in 100 with inhibition below about 19%;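 further: 0% = induced wells with vehicle and 100% = uninduced wells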
# inhibitors of VEEV 10K pilot screen – recorded beside inhibitors of VEEV, whose call it bears; inhibition, %; measured here: 10K pilot screen inhibition
# Starred values were filed as active, the others as inactive; i = inactive; u = inconclusive; x = not tested or not shown.
SMILES,H1N1 NS1A inhibition,inhibitors of VEEV,tuberculosis growth,M. tuberculosis HTS,PhoP GFP inhibition,others
CCc1ccccc1NC(=O)CCN1C(=O)C2CC=CCC2C1=O (configuration not stated),-4.0%,4.1%,-9.0%,-7.0%,2.1%,
COc1ccc(N(CC(=O)Nc2cccc(SC)c2)S(C)(=O)=O)cc1,-0.3%,1.5%,0.3%,1.9%,0.1%,
CC(=O)NCCc1ccc(S(=O)(=O)Nc2ccc3c(c2)OCCO3)cc1,-17.9%,i,6.9%,7.3%,16.6%,
FC(F)(F)c1nc2ccccc2n2c(-c3ccc(Cl)cc3Cl)nnc12,-4.3%,2.8%,-8.4%,2.4%,12.2%,
CCC(=O)Nc1ccc(S(=O)(=O)N2CCc3ccccc3C2)cc1,27.0%,1.0%,x,0.2%,-8.1%,
O=S(=O)(CCc1ccncc1)C1Cc2cccc3cccc1c23 (configuration not stated),-19.2%,2.0%,5.5%,2.8%,-11.0%,
O=C(COC(=O)COc1cc(Cl)c(Cl)cc1Cl)NC1CC1,0.4%,4.4%,41.9%,-8.1%,x,
COc1cc(/C=C(\C#N)c2nc3ccccc3[nH]2)ccc1Oc1ccc([N+](=O)[O-])cn1,-0.7%,1.6%,30.4%,10.6%,1.1%,
Cc1ccc(NC(=O)CN(C)C(=O)c2ccccn2)cc1,-4.6%,0.3%,x,x,x,
CCCCSCCCNC(=O)Nc1ccc(C)c(C)c1,-2.8%,0.8%,u,-1.8%,10.1%,
COc1ccc(C(=O)NNC(=O)c2ccncc2)cc1[N+](=O)[O-],-3.2%,0.1%,-9.1%,-5.5%,6.6%,
COc1cc(S(=O)(=O)Nc2cccc3cn[nH]c23)c(OC)cc1C,-3.5%,4.0%,-3.6%,-18.1%,4.8%,
COc1ccc(CN(C(=O)CCC(=O)N2CCCCC2)c2nccs2)cc1OC,-1.4%,i,-15.1%,-0.6%,-0.5%,
COc1cccc(NC(=O)Nc2cc(C(=O)NC(C)C)ccc2N2CC3CC(C2)c2cccc(=O)n2C3)c1 (configuration not stated),-4.2%,2.6%,-4.9%,0.9%,-7.5%,
Cc1noc(C)c1NC(=O)N(C)C[C@H]1Oc2ccc(NC(=O)c3ccncc3)cc2C(=O)N([C@H](C)CO)C[C@@H]1C,-21.8%,0.1%,4.0%,6.8%,x,
CCCCNC(=O)c1onc(CSc2ccc(Cl)cc2)c1C(=O)NCCCC,6.1%,0.1%,8.4%,2.5%,9.2%,
O=C(Nc1ccccc1NS(=O)(=O)c1ccc(F)cc1)C1CCC1,6.2%,0.1%,-9.2%,1.9%,8.7%,
C/C=C(\NC(C)=O)c1ccccc1,-5.8%,1.1%,-29.1%,-12.7%,x,
Cc1cccc(CCNCc2c(C(=O)O)c(C)n(-c3ccccc3)c2C)c1,7.2%,1.6%,28.1%,-7.1%,-0.6%,
CCOC(CNC(=O)c1cc2c(=O)n(CC)c3ccccc3c2s1)OCC,-11.6%,4.6%,-3.6%,8.0%,1.3%,
CCOC(=O)/C(O)=C(\C#N)c1nc2ccccc2[nH]1,-9.2%,4.7%,13.8%,6.4%,17.3%,
CCOC(=O)C1CCN(S(=O)(=O)c2cccc(C(=O)Nc3ccccc3)c2)CC1,25.7%,1.5%,-0.5%,11.2%,-3.1%,
CCOC(=O)c1ccccc1NC(=S)N1CCN(C2CCCCC2)CC1,7.5%,1.3%,-5.4%,-10.4%,-19.7%,
O=C(NCCc1c[nH]c2ccccc12)N[C@@H](Cc1ccccc1)C(=O)O,-3.6%,2.6%,-3.5%,-2.1%,5.5%,
O=C(NN1C(=O)/C(=C/c2ccc(O)cc2)SC1=S)c1ccccc1O,6.6%,1.0%,1.6%,2.1%,0.9%,
CC(C)CCN1CCN(Cc2cccn2-c2cccnc2)CC1CCO (configuration not stated),-9.1%,i,6.0%,-10.0%,2.8%,
CCCCN1C(=O)CC(Nc2ccc(CC)cc2)C1=O (configuration not stated),19.5%,0.6%,60.9%,3.3%,-12.9%,
COc1ccc(CCNC(=O)CC(NS(=O)(=O)c2ccc(NC(C)=O)cc2)C(C)C)cc1OC (configuration not stated),0.5%,1.9%,-2.2%,-3.6%,-1.5%,
COCCCN(C(=O)c1cc(-c2ccco2)nc2ccccc12)c1c(N)n(Cc2ccccc2)c(=O)[nH]c1=O,-1.2%,6.0%,12.7%,4.1%,-2.7%,
COc1ccc2c(CC(=O)Nc3ccc(OC)c(S(=O)(=O)N4CCOCC4)c3)coc2c1,6.3%,i,10.8%,3.1%,-2.9%,
CC(C)c1[nH]c(=O)c(C#N)c2c1COC(C)(C)C2,-7.2%,1.8%,-4.3%,-6.5%,-2.7%,
COc1ccc(/C=N/NC(=O)c2ccc(NC(=O)c3cccc([N+](=O)[O-])c3)cc2)c(C(=O)O)c1OC,-13.0%,0.5%,26.0%,5.2%,-4.7%,
CCOC(=O)Cn1c(=O)oc2cc(S(=O)(=O)Nc3cc(Cl)ccc3OC)ccc21,-9.6%,7.0%,16.6%,-3.7%,-5.9%,
CCN1CCN(CC#CCOc2ccccc2OC)CC1,-5.9%,0.9%,-20.6%,-6.5%,3.5%,
Cc1ccc(CN=c2c([N+](=O)[O-])nn(-c3cccc(C)c3)n2O)cc1,3.4%,4.5%,52.2%,u,8.0%,
COc1ccc(C2CN=NC23CCc2ccccc2C3=O)cc1 (configuration not stated),-23.7%,5.7%,-2.0%,-9.6%,-9.2%,
CCOC(=O)CN1C(=O)SC(Nc2ccc(C)cc2)C1=O (configuration not stated),-9.2%,1.2%,21.8%,4.0%,-1.6%,
CN(c1ccc(F)cc1)S(=O)(=O)c1ccc(Cl)c(C(=O)NCC(c2ccco2)N2CCCCC2)c1 (configuration not stated),-11.7%,1.8%,x,x,x,
O=C(NCCOc1ccccc1)C1CCC(=O)N(CCN2CCOCC2)C1 (configuration not stated),0.9%,6.6%,-8.3%,-7.8%,2.6%,
COc1ccc(OC)c(NC(=O)COC(=O)c2ccc(S(=O)(=O)N3CCOCC3)cc2)c1,-4.0%,1.2%,-7.5%,-0.1%,-8.0%,

# The last two compounds of the part before are carried over, then new ones follow.
SMILES,H1N1 NS1A inhibition,inhibitors of VEEV,tuberculosis growth,M. tuberculosis HTS,PhoP GFP inhibition,others
O=C(NCCOc1ccccc1)C1CCC(=O)N(CCN2CCOCC2)C1 (configuration not stated),0.9%,6.6%,-8.3%,-7.8%,2.6%,
COc1ccc(OC)c(NC(=O)COC(=O)c2ccc(S(=O)(=O)N3CCOCC3)cc2)c1,-4.0%,1.2%,-7.5%,-0.1%,-8.0%,
Cc1cccc(NC(=O)N2CCCC2)c1,6.5%,i,8.2%,3.8%,17.0%,
CSCSC1=C(C#N)C(c2ccc(Cl)cc2)C(C(C)=O)=C(C)N1 (configuration not stated),x,x,30.8%,6.7%,-10.4%,
COc1ccccc1NC(=O)CC(=O)c1cccc([N+](=O)[O-])c1,-17.0%,i,4.4%,-1.2%,-20.1%,
CC(NC(=O)c1ccc([N+](=O)[O-])cc1[N+](=O)[O-])c1ccc(-c2ccccc2)cc1 (configuration not stated),15.1%,i,8.7%,4.2%,-7.5%,
CC1=CC(C)(C)Nc2ccc(OS(=O)(=O)c3ccc(C)cc3)cc21,-4.9%,i,x,-4.1%,-5.8%,
COc1ccc(CCNS(=O)(=O)c2ccc(S(=O)(=O)N3CCCC3)cc2)cc1OC,-4.1%,i,-5.7%,-3.9%,7.2%,
COC(=O)c1cccc([N+](=O)[O-])c1CS(=O)(=O)c1ccc(C)cc1,-9.6%,i,7.5%,-4.8%,4.0%,
O=C(Nc1ccnn1C1CCN(C2CCC2)CC1)c1ccccc1Cl,-8.4%,i,3.8%,1.5%,-10.7%,
O=C(OCc1c(-c2ccccc2)ncc2ccccc12)c1ccc(F)cc1,-15.2%,0.3%,-10.4%,7.5%,x,
CCn1ncc(CN2CCC(C(=O)Nc3cccc(-c4cccc(F)c4)c3)CC2)c1C,-0.9%,21.8%,32.7%,-1.8%,-8.7%,
S=c1[nH]nc(-c2ccncc2)n1Cc1ccco1,-6.5%,i,9.3%,-10.0%,-1.2%,
O=C(NCCN1CCOCC1)c1cc(-c2ccc(Cl)c(Cl)c2)on1,6.2%,1.1%,3.8%,6.0%,10.9%,
Cc1nn(-c2ccccc2)c2c1cc1c(=O)n(C)c(=O)nc-1n2-c1ccccc1F,x,3.2%,26.2%,3.2%,2.9%,
O=C1/C(=C/c2ccc3c(c2)OCO3)Oc2cc(OCC(=O)N3CC(O)C[C@H]3C(=O)O)ccc21 (some centres not stated),-1.7%,i,-18.8%,-6.4%,-3.1%,
CC(=NNC(=O)c1cccs1)c1ccc2c(c1)OCCO2,-7.9%,1.4%,u,1.3%,x,
Nc1nnc(SCC(=O)Nc2cccc(S(N)(=O)=O)c2)s1,3.9%,0.3%,-10.4%,4.2%,1.3%,
C[n+]1ccc(/C=C/c2ccccc2O)c2ccccc21,-0.7%,10.1%,12.0%,-1.1%,9.6%,
Nc1nc2cc(S(=O)(=O)NC3=NCCCCC3)ccc2s1,-0.7%,5.7%,-0.4%,-8.7%,-0.8%,
CCOC(=O)c1c(N)nn(C(C)=O)c1-c1ccccc1,2.5%,5.7%,-0.6%,0.5%,-6.0%,
CC1CN(C2=NC(=O)/C(=C/c3ccncc3)S2)CC(C)O1 (configuration not stated),-22.8%,4.3%,-9.3%,4.1%,5.5%,

# Six records picked at random from those above:
SMILES,H1N1 NS1A inhibition,inhibitors of VEEV,tuberculosis growth,M. tuberculosis HTS,PhoP GFP inhibition,others
CSCSC1=C(C#N)C(c2ccc(Cl)cc2)C(C(C)=O)=C(C)N1 (configuration not stated),x,x,30.8%,6.7%,-10.4%,
Nc1nc2cc(S(=O)(=O)NC3=NCCCCC3)ccc2s1,-0.7%,5.7%,-0.4%,-8.7%,-0.8%,
S=c1[nH]nc(-c2ccncc2)n1Cc1ccco1,-6.5%,i,9.3%,-10.0%,-1.2%,
CC(=NNC(=O)c1cccs1)c1ccc2c(c1)OCCO2,-7.9%,1.4%,u,1.3%,x,
Cc1cccc(NC(=O)N2CCCC2)c1,6.5%,i,8.2%,3.8%,17.0%,
CCOC(=O)c1c(N)nn(C(C)=O)c1-c1ccccc1,2.5%,5.7%,-0.6%,0.5%,-6.0%,

# (listing goes on)
SMILES,H1N1 NS1A inhibition,inhibitors of VEEV,tuberculosis growth,M. tuberculosis HTS,PhoP GFP inhibition,others
CC(=O)N1N=C(N)SC12CCCC2,-18.1%,0.8%,-8.0%,-1.9%,-10.9%,
C=CCOC(=O)C1=C(C)NC(SCC)=C(C#N)C1c1ccc(Cl)cc1 (configuration not stated),-0.4%,2.7%,25.7%,-5.9%,7.0%,
COc1cccc2sc(N(CCN(C)C)C(=O)c3ccc4c(c3)CCCC4)nc12,4.7%,7.5%,40.0%,2.6%,-12.5%,
O=C(c1ccc(CN2CCc3ccccc3C2)cc1)N1CCN(c2ccc(F)cc2)CC1,0.2%,1.2%,43.4%,-3.2%,-18.7%,
Nc1nc2ccc(Cl)cc2c2nc(-c3ccco3)nn12,x,x,4.1%,39.8%,1.2%,
Cc1ccc(C)c(NC(=O)c2cccc(Oc3ccc([N+](=O)[O-])cc3Cl)c2)c1,-7.6%,i,79.8%,16.1%,-5.7%,inhibitors of VEEV 10K pilot screen=1.5
O=C(NC1CC2CCCC(C1)N2Cc1cccs1)c1ccc([N+](=O)[O-])cc1 (configuration not stated),x,x,50.9%,-6.6%,-8.2%,
CCCCCC(=O)Nc1ccc(C2C(=O)c3ccccc3C2=O)cc1,-2.0%,i,-10.9%,0.8%,-0.5%,
Cc1nccn1C(c1ccccc1)c1ccccc1,-4.6%,0.3%,14.4%,-17.9%,17.1%,
COCCN(CC(=O)NCc1ccc(F)cc1)C(=O)CCC(=O)Nc1ccccn1,0.8%,0.8%,-4.5%,-4.5%,3.0%,
COc1cc(O)c(C(CC(=O)N2CCCC(C)C2)c2ccc(N(C)C)cc2)c(OC)c1 (configuration not stated),10.9%,0.9%,3.0%,-2.0%,3.3%,
Cc1ccc(C(=O)CCC(=O)Nc2ccc(C)cn2)cc1,-4.7%,0.8%,6.7%,1.3%,x,
Cc1cc(C(=O)NC(C)CCC(C)C)c2ccccc2n1 (configuration not stated),10.6%,0.8%,-2.5%,-6.5%,-4.2%,
CSc1nnc(SCC(=O)NC(=O)c2ccccc2)s1,-11.6%,1.5%,-1.2%,-1.5%,3.8%,
O=S(=O)(c1ccccc1)c1cnc(-c2ccccc2)nc1N1CCCC1,3.9%,6.4%,-4.9%,-6.8%,-2.2%,
O=C1C(Cl)=C(NCCCN2CCOCC2)C(=O)c2ccccc21,8.1%,5.1%,x,x,x,

# High-throughput results deposited in PubChem by Southern Research Specialized Biocontainment Screening Center.
